# Compound activity (PubChem)
# SENP7 inh: blocks the human protease SENP7 | 330,000 tested, 1.5% active | Q9BQF6 | recombinant SENP7, Z-RLRGG-aminoluciferin luminescence, 40 min | inhibition, % at 5 µM;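 active means inhibition above about 50% at the single test dose, limit read from the data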;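 further: plate controls were DMSO with enzyme for no effect and no enzyme buffer wells for full effect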
# Apaf-1 inh: blocks human Apaf-1 apoptosome activity. reconstituted apoptosome caspase-3 activity, DEVD-Rh110 fluorescence. inhibition, % at 20 µM. 330,000 tested, 0.71% active. AID 489030; active means inhibition of at least 40% at 20 µM;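 further: plate controls were DMSO wells for no effect and DEVD-CHO caspase inhibitor wells for full effect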
#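 Material: biochemical Apaf-1 apoptosome reconstitution. Medium: Hepes buffer, pH 7.5. Also added: cytochrome c activation, bis-DEVD rhodamine 110 substrate. Timing: 30 min compound preincubation, 50 min activation, room temperature. Measured by: rhodamine 110 fluorescence at Ex 480/Em 540 nm.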
# UBC13 polyUb: human UBC13 polyubiquitination inhibition. UBC13 polyubiquitin chain formation, TR-FRET. inhibition, % at 20 µM. 330,000 tested, 0.47% active; in the data active means inhibition above about 45%, passing the limit was not always enough
# Target sequence (P61088 whole entry, looked up): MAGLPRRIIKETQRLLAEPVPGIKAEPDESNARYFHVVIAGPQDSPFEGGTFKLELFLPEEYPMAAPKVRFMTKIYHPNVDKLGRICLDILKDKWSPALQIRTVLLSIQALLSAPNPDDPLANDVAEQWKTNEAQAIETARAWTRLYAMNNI
# SENP6 block: blocks the human protease SENP6 | inhibition, % at 10 µM | 330,000 tested, 1.8% active | Recombinant SENP6 catalytic domain, aminoluciferin luminescence | Q9GZR1;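 active means inhibition above about 50% at the single tested dose, limit read from the data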;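 further: plate controls were DMSO wells with enzyme for no effect and DMSO wells lacking enzyme for full effect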
# Target sequence (Q9GZR1 628-1112 limits assumed): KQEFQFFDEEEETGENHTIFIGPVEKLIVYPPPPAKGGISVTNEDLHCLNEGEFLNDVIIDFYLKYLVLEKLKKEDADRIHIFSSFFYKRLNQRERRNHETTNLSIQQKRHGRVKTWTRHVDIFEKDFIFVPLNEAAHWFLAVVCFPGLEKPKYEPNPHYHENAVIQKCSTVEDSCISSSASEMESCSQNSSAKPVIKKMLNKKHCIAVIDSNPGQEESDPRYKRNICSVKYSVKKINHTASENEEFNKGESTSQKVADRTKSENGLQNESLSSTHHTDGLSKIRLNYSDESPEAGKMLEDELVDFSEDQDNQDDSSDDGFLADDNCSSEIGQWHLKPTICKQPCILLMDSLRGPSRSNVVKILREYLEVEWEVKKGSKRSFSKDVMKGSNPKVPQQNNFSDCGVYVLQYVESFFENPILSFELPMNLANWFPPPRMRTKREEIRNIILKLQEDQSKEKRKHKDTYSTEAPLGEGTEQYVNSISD
# APOBEC3G inh: blocks human APOBEC3G single-stranded DNA deamination | Q9HC16 | recombinant A3G, ssDNA deamination FAM/TAMRA fluorescence | inhibition, % at 20 µM | 330,000 tested, 0.28% active | AID 493012;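 active means inhibition of at least 40% at 20 µM, with no more than 30% in the related APOBEC3A deaminase screen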;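 further: plate controls were DMSO wells with A3G for no effect and wells lacking A3G enzyme for full effect; some compounds called inactive have numbers as strong as hits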
# SENP8 block-1: SENP8 (human) protease inhibition; Q96LD8; recombinant SENP8, Nedd8 substrate fluorescence; inhibition, % at 20 µM; 360,000 tested, 0.64% active; AID 602440; in the data active means inhibition mostly above about 40%, no sharp cut-off; inactive means mostly below about 27%
# Target sequence (Q96LD8 whole entry, looked up): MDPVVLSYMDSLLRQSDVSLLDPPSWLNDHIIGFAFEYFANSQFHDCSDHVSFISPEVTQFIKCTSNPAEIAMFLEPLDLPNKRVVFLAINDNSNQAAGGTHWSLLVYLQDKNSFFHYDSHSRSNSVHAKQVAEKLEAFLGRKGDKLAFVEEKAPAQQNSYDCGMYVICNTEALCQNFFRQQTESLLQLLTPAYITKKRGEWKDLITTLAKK
# SENP1 FRET inh: SENP1 (human) catalytic domain inhibition; Q9P0U3; recombinant SENP1 catalytic domain, CyPet-SUMO1-YPet FRET cleavage; inhibition, % at 10 µM; 360,000 tested, 0.21% active; AID 624204;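 active means inhibition at least 30% at 10 µM, raw YFP signal under a set limit, fluorescence ratio 0.5 to 1.5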;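 further: 0% = enzyme with DMSO and 100% = no enzyme wells; some results filed as inactive read as strong as hits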
# Target sequence (Q9P0U3 419-644 limits assumed): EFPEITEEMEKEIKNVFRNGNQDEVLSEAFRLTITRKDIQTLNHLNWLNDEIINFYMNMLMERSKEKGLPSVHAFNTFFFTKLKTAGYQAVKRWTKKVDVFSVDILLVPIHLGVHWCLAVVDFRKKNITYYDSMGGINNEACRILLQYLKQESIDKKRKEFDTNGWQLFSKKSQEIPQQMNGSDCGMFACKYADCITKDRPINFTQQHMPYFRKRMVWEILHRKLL
#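 Test system: human SENP1 catalytic domain; medium: Tris pH 8 buffer plus EDTA, NaCl, BME, BSA, NP40, catalase; incubation: 50 min reaction at room temperature; technique: FRET, CFP and YFP emission; controls: no-enzyme low control and enzyme-plus-DMSO high control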
# SENP8 block-2: inhibitors of human SENP8 protease; Q96LD8; purified SENP8, Z-RLRGG-aminoluciferin cleavage, luminescence; inhibition, % at 10 µM; 330,000 tested, 1.2% active; AID 2540; in the data active means inhibition above about 50%
# * hit, by the source's call.
item	compound	SENP8 block-2	UBC13 polyUb	SENP8 block-1	SENP6 block	Apaf-1 inh	APOBEC3G inh	SENP1 FRET inh	SENP7 inh
1	CSCCC(NC(=O)c1ccccc1Cl)C(=O)N(C)CC(=O)Nc1ccc(N2CCOCC2)cc1 (configuration not stated)	-8	-4	-2	-12	1	-6	1	6
2	COc1ccc(CNC(=O)C(C)NCc2ccccc2Cl)cc1 (configuration not stated)	-11	1	13	-2	10	-4	1	-11
3	O=C(COC(=O)CC12CC3CC(CC(Br)(C3)C1)C2)NC(=O)NCc1ccco1	-10	-6	13	-1	40	-5	2	-12
4	O=C(CCCOc1ccccc1)Nc1ccccc1C(F)(F)F	-7	2	18	0	0	-6	-2	4
5	CCC(=O)NC(=S)Nc1cccc(NC(=O)c2ccccc2)c1	-3	-5	12	-11	1	-3	3	-1
6	COC(=O)c1ccccc1NC(=O)c1ccc(Cn2cc(Cl)cn2)o1	8	0	-53	-12	17	-2	-2	7
7	Cc1cccc(CN2C[C@]34C=C[C@@H](C[C@@H]3S2(=O)=O)O4)c1	-7	5	6	-15	-5	-11	1	-7
8	CNc1nc(Oc2ccc(C(=O)OC)cc2)nc(SC)n1	5	0	3	2	-8	-8	1	4
9	COC(=O)c1sccc1NC(=S)Nc1ccccc1	7	32	7	11	-12	1	2	8
10	Cn1ccsc1=NC(=O)c1cccc(C#N)c1	-18	-4	-24	-28	9	-6	1	-10
11	Cc1cc(C)c(S(=O)(=O)N(C)CC(=O)NCCCn2ccnc2)c(C)c1	0	5	6	-13	4	-1	0	0
12	CCOC(=O)C1C(=O)NC(N2CCN(Cc3ccccc3)CC2)=NC1c1ccccc1 (configuration not stated)	5	4	8	1	-8	-1	1	1
13	Cc1ccccc1-c1nn(-c2ccc(F)cc2F)cc1CNCCN(C)C	11	12	0	15	-4	-3	0	-7
14	COCCCn1c(C)nnc1SCc1ccc(C(C)(C)C)cc1	1	21	6	-7	-15	-6	3	-4
15	CC(=O)N1c2ccc(S(=O)(=O)N3c4ccccc4CC3C)cc2CC1C (configuration not stated)	-7	4	12	-4	16	1	0	7
16	CCCCCn1nc(C)c2c(C)cc(=O)[nH]c21	0	-9	21	-7	5	-2	2	10
17	COc1ccc(/C=C/C(=O)NCC2COc3ccccc3O2)cc1OC (configuration not stated)	2	6	-86	17	-4	-4	1	2
18	COc1ccc(-c2c(C)nn3c(NC4CCCC4)cc(C)nc23)cc1OC	0	1	-88	-24	21	-8	1	-14
19	Cn1nnc(NC(=S)NC(=O)Cc2ccccc2)n1	0	3	2	-26	2	3	4	0
20	CS(=O)(=O)N(CCc1ccccc1)CC(=O)N1CCc2ccccc2C1	5	0	36	3	17	-5	-1	7
21	CC(C)N(CC#CC(O)(c1ccccc1)c1ccccc1)C(C)C	0	7	11	1	-1	-4	-1	1
22	O=C1c2ccc([N+](=O)[O-])cc2C(=O)N1c1c[nH]c(=O)[nH]c1=O	3	-2	25	7	-3	-3	1	-2
23	CCc1ccc(Nc2nnc(SCC(=O)NCCN3C(=O)CSC3=O)s2)cc1	23	-9	1	52*	6	-6	2	43
24	O=C(CNC(=O)OCc1ccccc1)NCC(=O)N1CCCC1C(=O)OCc1ccccc1 (configuration not stated)	-5	0	9	7	-14	0	2	4
25	Cc1ccc2nc(SCC3CCCCO3)[nH]c2c1 (configuration not stated)	-13	-12	12	5	-9	6	0	-15
26	CN(C)C(=O)c1cn(-c2ccccc2)c(=O)c2ccccc12	-12	-3	-16	-16	-4	-4	0	-7
27	CNC(=O)[C@H](C)[C@@H]1C[C@@]1(C)[C@@H](NC(=O)OCc1ccccc1)c1ccccc1	-2	4	10	5	12	8	1	-2
28	Cc1oc(CN2CCOCC2)cc1C(=O)O	-3	6	3	4	-1	-4	1	6
29	CCCCS(=O)(=O)Nc1ccc2ncn(C)c(=O)c2c1	-4	11	-157	-6	-13	-6	1	3
30	CCc1ccc(N(C(=O)c2csnn2)C(C(=O)NC2CCCCC2)c2ccncc2)cc1 (configuration not stated)	1	4	4	-2	4	-6	3	0
31	C[C@H]1CN([C@@H](C)CO)C(=O)c2cccc(NC(=O)c3ccncc3)c2O[C@H]1CN(C)C(=O)Nc1ccccc1	3	13	13	-9	-3	4	2	3
32	CCC(CO)Oc1cc(NC(=O)c2ccccc2)c2ncn(C(C)C)c2c1 (configuration not stated)	9	8	12	6	8	-3	1	-3
33	Cc1ccc2nc(/C(C#N)=C\c3cc(O)ccc3[N+](=O)[O-])[nH]c2c1	0	-14	-6	8	9	-4	-25	-1
34	CN(C)C(=O)OCC1COc2ccccc2O1 (configuration not stated)	-6	-6	3	-34	2	-9	1	-8
35	CCOC(=O)c1c(C)[nH]c(C(=O)C(C)OC(=O)c2cccc(OCc3c(C)noc3C)c2)c1C (configuration not stated)	2	-7	16	-5	15	8	0	-2
36	O=C(/C=C/c1ccco1)Nc1ccccc1N1CCOCC1	-5	-9	20	0	12	-7	-3	4
37	COc1ccc(C(=O)NC(C(=O)NCC2CCCO2)C(C)C)cc1 (configuration not stated)	10	-1	11	-18	-24	-9	1	-2
38	CCN(CC)S(=O)(=O)c1ccc(NC2CCN(Cc3ccccc3)CC2)nc1	11	-1	4	4	13	-4	-3	6
39	COc1ccc(S(=O)(=O)CCC(=O)Nc2c(C)cccc2C)cc1	-13	-4	8	-32	10	-9	1	-8
40	C=CCNc1nc2c(c(=O)n(C)c(=O)n2C)n1CC	12	-13	2	-3	-5	-6	1	8
41	Cc1ccc(C2c3sc(=O)[nH]c3SC3C4CC(C5C(=O)N(C(C)C(=O)O)C(=O)C45)C23)cc1 (configuration not stated)	2	3	-4	8	-1	-4	-69	5
42	c1ccc(-c2nnc(-c3ccccc3)c(-c3c[nH]c4ccccc34)n2)cc1	-4	-12	-14	0	14	5	-6	-16
43	COc1ccc(NCc2ccsc2)cc1	11	-17	24	15	16	-11	0	-1
44	O=[N+]([O-])c1ccc(N/N=C\c2ccccc2OCc2ccccc2)cc1	-9	-104	-82	-30	16	-9	-22	-12
45	O=C(CSc1ccc(-c2ccccn2)nn1)Nc1nccs1	2	6	10	4	-3	-1	1	-1
46	O=[n+]1c2c(n([O-])c3cc(Br)ccc31)CCCC2	-6	-9	4	4	-31	-8	1	-2
47	O=C(CN1C(=O)NC(CCc2ccccc2)C1=O)Nc1ccc(F)c(F)c1F (configuration not stated)	-14	-6	-1	-13	6	-6	2	-1
48	O=C(Oc1ccccc1C(=O)Nc1ccccc1)c1ccc(Br)c([N+](=O)[O-])c1	-2	6	-192	-17	0	-1	1	5
49	COC(=O)[C@]1(C)N[C@H](CN(C)S(=O)(=O)c2ccc(C(C)(C)C)cc2)[C@@H]2C(=O)N(C)C(=O)[C@@H]21	-4	1	15	3	-7	-4	1	9
50	CC(C)NC(=O)COC(=O)c1ccc(Cl)c(S(=O)(=O)N2CCCC2)c1	-9	-3	24	-8	-5	0	1	-6

# (continued)
item	compound	SENP8 block-2	UBC13 polyUb	SENP8 block-1	SENP6 block	Apaf-1 inh	APOBEC3G inh	SENP1 FRET inh	SENP7 inh
51	O=C1C(Cc2ccccc2)C(c2ccccc2)N1c1ccccc1 (configuration not stated)	-3	3	10	-1	19	2	1	1
52	O=C1C[C@H](NC(=O)OCc2ccccc2)CO1	-10	5	1	0	1	0	1	8
53	Cc1nn(Cc2ccccc2)c2c1C(c1ccco1)C(C#N)=C(N)O2 (configuration not stated)	9	-27	26	21	2	-4	-12	5
54	CN(Cc1ccccc1)Cc1nc2c(c(=O)n(C)c(=O)n2C)n1Cc1ccccc1Cl	3	7	7	-6	22	-4	4	4
55	N#Cc1ccccc1N=C1CCCN1Cc1ccccc1	2	-9	18	2	8	-5	0	1
56	O=c1cc(CO)oc(C(Nc2ccccn2)c2ccc(F)cc2)c1O (configuration not stated)	5	12	20	4	3	3	6	3
57	Cc1c(/C(O)=C2\C(=O)C(=O)N(CCN(C)C)C2c2ccccc2)cnn1-c1ccccc1 (configuration not stated)	-4	10	-38	-9	-9	-3	0	2
58	COc1ccc(OCC(=O)N2CCN(c3nnc(-c4ccc(C)cc4)c4ccccc34)CC2)cc1	-4	-2	15	-10	6	-7	1	-2
59	COc1ccc(OCC(O)CN(C)C(=O)C(C)Oc2ccccc2)cc1 (configuration not stated)	-8	-5	-3	-3	5	-6	3	12
60	Cc1ccc(C)c(OCCCCn2cnc3ccccc3c2=O)c1	-2	2	7	1	3	-7	1	-7
61	COCC(=O)Nc1ccccc1NC(C)=O	2	9	14	9	-3	1	2	3
62	CC(C)C(NC(=O)c1c(F)cccc1F)C(=O)NCC(c1ccccc1)N(C)C (configuration not stated)	2	-5	4	-13	-5	-2	3	6
63	CCOC(=O)/C(=C/c1c[nH]c2ccccc12)NC(C)=O	-10	-19	-2	-5	-12	-10	-2	-8
64	CC(=O)c1ccccc1NC(=O)COC(=O)C1CCCN1S(=O)(=O)c1ccccc1F (configuration not stated)	-11	26	0	-7	18	-4	4	-4
65	COCCCn1cc(C(=O)c2cc(Br)ccc2O)cc(C#N)c1=O	-5	4	-7	-1	-4	-6	-5	1
66	O=C(NCCc1ccccn1)/C(=C/c1ccco1)NC(=O)c1ccccc1	11	12	12	-2	-22	-11	-7	2
67	CC(=O)c1cccc(NC(=O)CNC(=O)c2sc3ccccc3c2Cl)c1	6	-2	-10	7	4	-6	-28	2
68	CC(=O)c1ccc(OC(C)C)c(Cc2c(O)nc(N)[nH]c2=O)c1	-3	2	17	-8	-6	-5	1	-1
69	Cc1ccc(-c2nn3c(C)nnc3s2)cc1NC(=O)c1ccc(OC(C)C)cc1	3	0	-12	-11	1	-1	-10	-4
70	O=C(CN1CCN(c2ccc(F)cc2)CC1)Nc1ccccc1[N+](=O)[O-]	1	4	20	10	1	-6	1	4

# 2 successive records out of the list so far, for reference:
item	compound	SENP8 block-2	UBC13 polyUb	SENP8 block-1	SENP6 block	Apaf-1 inh	APOBEC3G inh	SENP1 FRET inh	SENP7 inh
62	CC(C)C(NC(=O)c1c(F)cccc1F)C(=O)NCC(c1ccccc1)N(C)C (configuration not stated)	2	-5	4	-13	-5	-2	3	6
63	CCOC(=O)/C(=C/c1c[nH]c2ccccc12)NC(C)=O	-10	-19	-2	-5	-12	-10	-2	-8

# New compounds follow
item	compound	SENP8 block-2	UBC13 polyUb	SENP8 block-1	SENP6 block	Apaf-1 inh	APOBEC3G inh	SENP1 FRET inh	SENP7 inh
71	COc1ccc(-c2csc(NC(=O)CN3C(=O)CCC3=O)n2)cc1OC	-2	-1	19	-37	-4	-6	4	4
72	O=C(CCC(=O)NCc1ccccc1)NCc1ccccc1	-1	-3	13	7	11	9	0	2
73	CN(C)N=C1c2cc(S(=O)(=O)N(C)C)ccc2-c2ccc(S(=O)(=O)N(C)C)cc21	2	-4	16	-10	12	-7	2	-3
74	CN(C)c1nc(C(N)=O)nc(N2CCOCC2)n1	3	-8	6	-1	3	7	1	4
75	COc1ccc(NC(C)=O)c2nc(C)c(C)nc12	3	-7	24	1	3	2	2	8
76	CCOc1ccc2[nH]c(SCC(=O)OC)c([N+](=O)[O-])c2c1	-9	-6	-107	-24	-6	-2	-33	-5
77	O=C(Nc1ncccn1)c1cccc(F)c1	11	-2	5	12	-48	-3	2	2
78	O=C(Nc1ccccc1-c1nnc(SCc2ccccc2Cl)o1)c1ccccc1	4	0	-4	-4	3	0	2	-1
79	Cc1cc(C)c(NC(=O)CCCN2CCOCC2)c(C)c1	-8	-6	6	-3	-7	-8	3	5

# Structures shown so far containing a thiophene ring, fused or not:
item	compound	SENP8 block-2	UBC13 polyUb	SENP8 block-1	SENP6 block	Apaf-1 inh	APOBEC3G inh	SENP1 FRET inh	SENP7 inh
9	COC(=O)c1sccc1NC(=S)Nc1ccccc1	7	32	7	11	-12	1	2	8
43	COc1ccc(NCc2ccsc2)cc1	11	-17	24	15	16	-11	0	-1
67	CC(=O)c1cccc(NC(=O)CNC(=O)c2sc3ccccc3c2Cl)c1	6	-2	-10	7	4	-6	-28	2

# Hits appear at their usual frequency (roughly 3.6% active in at least one column).
